CXCR6 block – CXCR6 receptor inhibitors, primary screen, cell-based, beta-arrestin, luminescence, CHO-K1 PathHunter, 1536-well. 360,000 tested, 0.36% active. inhibition, % at 20 µM. AID 602244, 2012. C-X-C chemokine receptor type 6 (Homo sapiens), O00574; in the data active means inhibition above about 34%, passing the limit was not always enough;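 further: antagonist mode with CXCL16 agonist at 10 nM final; 0% = 10 nM CXCL16 with DMSO and 100% = unstimulated wells without agonist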
APJ antagonist – antagonists of human apelin receptor APJ, primary screen, CHO-K1 cells, beta-arrestin complementation, luminescence; 330,000 tested, 0.32% active; inhibition, % at 20 µM;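 active means inhibition above about 40% at 20 µM, limit read from the data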;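 further: cells challenged with 10 nM apelin-13 agonist together with compound; plate controls were apelin-13 plus DMSO wells for no effect and DMSO wells lacking apelin-13 for full effect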
tim23-1 inh – growth inhibitors of tim23-1 mutant yeast, primary screen, luminescence, uHTS; S. cerevisiae tim23-1 growth, BacTiter-Glo luminescence, 24 h; inhibition, % at 20 µM; 330,000 tested, 1.3% active; AID 463212, 2010;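 active means growth inhibition of the mutant yeast at or above 50%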;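 further: temperature-sensitive mutant grown at 25 °C; plate controls were DMSO-treated mutant yeast for no effect and medium wells lacking yeast for full effect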
Mdm2-MdmX inh – inhibitors of human Mdm2-MdmX association, primary screen, cell-based, luminescence, split luciferase, SaOS-2, uHTS; SaOS-2 split-luciferase Mdm2/MdmX complementation; inhibition, % at 8 µM; Protein Mdm4 (Homo sapiens) + E3 ubiquitin-protein ligase Mdm2 (Homo sapiens), …; 330,000 tested, 3% active;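 active means inhibition of at least 50% at 8 µM in the primary screen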
Target sequence (O15151 whole entry, looked up): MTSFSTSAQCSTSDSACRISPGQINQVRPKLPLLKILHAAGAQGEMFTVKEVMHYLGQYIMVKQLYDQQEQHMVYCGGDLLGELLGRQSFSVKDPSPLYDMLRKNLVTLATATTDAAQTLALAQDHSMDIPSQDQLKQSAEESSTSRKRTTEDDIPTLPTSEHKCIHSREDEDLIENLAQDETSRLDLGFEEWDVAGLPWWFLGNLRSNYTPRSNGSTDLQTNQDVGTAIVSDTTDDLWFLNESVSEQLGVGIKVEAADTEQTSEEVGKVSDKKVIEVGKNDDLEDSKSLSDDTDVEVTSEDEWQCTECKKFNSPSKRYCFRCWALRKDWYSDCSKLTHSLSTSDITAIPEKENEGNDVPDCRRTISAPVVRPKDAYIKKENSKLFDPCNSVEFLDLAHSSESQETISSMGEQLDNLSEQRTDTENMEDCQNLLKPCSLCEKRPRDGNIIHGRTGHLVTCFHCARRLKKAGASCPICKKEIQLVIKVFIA
Target sequence (Q00987 whole entry, looked up): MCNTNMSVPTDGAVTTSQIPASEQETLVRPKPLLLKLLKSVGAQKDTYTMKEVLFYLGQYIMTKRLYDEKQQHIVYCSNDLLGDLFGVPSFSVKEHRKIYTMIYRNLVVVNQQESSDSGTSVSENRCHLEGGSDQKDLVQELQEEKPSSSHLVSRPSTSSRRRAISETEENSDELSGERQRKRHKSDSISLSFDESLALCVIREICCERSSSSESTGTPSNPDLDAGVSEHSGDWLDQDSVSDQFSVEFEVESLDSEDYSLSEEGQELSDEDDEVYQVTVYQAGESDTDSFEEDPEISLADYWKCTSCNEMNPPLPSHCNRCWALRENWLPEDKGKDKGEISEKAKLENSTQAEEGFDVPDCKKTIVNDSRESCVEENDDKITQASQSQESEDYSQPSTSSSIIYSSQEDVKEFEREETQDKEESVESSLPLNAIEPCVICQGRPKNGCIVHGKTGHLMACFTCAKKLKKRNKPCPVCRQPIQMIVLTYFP
EBI2 antag – EBI2 receptor antagonists, beta-arrestin recruitment, primary screen, cell-based, luminescence, 7a,25-OHC stimulation, uHTS; G-protein coupled receptor 183 (Homo sapiens), P32249; 7a,25-OHC stimulated; inhibition, % at 5 µM; 360,000 tested, 0.81% active; in the data active means inhibition above about 38%;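 further: enzyme fragment complementation signal reports receptor beta-arrestin coupling in cells; 0% = agonist plus DMSO wells and 100% = wells without agonist; some results beyond the cut were filed as inactive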
XBP1 UPR activ – activators of adaptive XBP1 UPR arm, primary screen, cell-based, CHO-XBP1 luciferase reporter, luminescence, uHTS; 330,000 tested, 0.33% active; activation, % at 20 µM; IRE1-XBP1 UPR activation; percent of tunicamycin response, DMSO as zero;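 active means versus positive control, 20 µM dose yields 30% or more activation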;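 further: 100% = tunicamycin at 10 µg/mL and 0% = DMSO only wells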
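Material: IRE1-XBP1 luciferase reporter CHO line / Quantity: one thousand reporter cells per well / Buffer or medium: F12 with 10% serum / Compound: 20 µM single concentration, DMSO 1% / Times: 6 h treatment, 37 °C / Detection: Steady-Glo luciferase glow luminescence, 10 min after reagent addition / Benchmarks: tunicamycin high, DMSO low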
CCR6 antag – CCR6 receptor antagonists, primary screen, cell-based, CHO-K1, luminescence, beta-arrestin, uHTS | C-C chemokine receptor type 6 (Homo sapiens), P51684 | CHO-K1 CCR6 PathHunter beta-arrestin, CCL20-stimulated | inhibition, % at 20 µM | 340,000 tested, 0.49% active;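 active means compounds whose inhibition of the agonist-driven luminescence signal at 20 µM reaches about 50%, limit read from the data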;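 further: cells stimulated with CCL20 at 14 nM final; plate controls were DMSO with CCL20 for no effect and DMSO without agonist for full effect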
CHOP UPR activ – activators of apoptotic CHOP UPR arm, primary screen, cell-based, CHO-CHOP luciferase reporter, luminescence, uHTS. activation, % at 10 µM. AID 449763, 2010. UPR activation; percent of tunicamycin response over DMSO baseline. 330,000 tested, 0.34% active;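 active means at 10 µM dose, activation of 40% or more, normalized to positive control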;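 further: 100% = tunicamycin at 10 µg/mL and 0% = DMSO alone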
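System: CHO CHOP reporter cells. Amount: 500 cells per well. Buffer or medium: F12 medium, 10% FBS. Compound dosing: one dose, 10 µM in 0.5% DMSO. Incubation: 6 h compound exposure at 37 °C after overnight seeding. Technique: Steady-Glo luciferase luminescence. Benchmarks: tunicamycin and DMSO controls.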
APJ ag – agonists of human apelin receptor APJ, primary screen, CHO-K1 cells, PathHunter beta-arrestin, luminescence; P35414; 0% DMSO wells, 100% apelin; activation, % at 20 µM; 330,000 tested, 0.11% active; AID 2520, 2010;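 active means activation more than six SD over the plate average, tested at 20 µM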;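 further: 0% = DMSO alone and 100% = apelin-13 at 10 nM; some results filed as inactive read as strong as hits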
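Assay system: CHO-K1 cells stably expressing ProLink-tagged human APJ and arrestin–beta-gal acceptor. Compound dosing: 20 µM single point, 1% DMSO. Times: 16-18 h seeding, 90 min dark compound exposure, 60 min detection. Detection: beta-gal luminescence. Evaluation: APJ–arrestin association signal. Controls: negative DMSO alone, positive Apelin-13 at 10 nM.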
The depositor's hits bear a star; & = joins results of further samples. An excerpt. The share of hits here may be higher or lower than overall.

item	canonical_smiles	CXCR6 block	APJ antagonist	tim23-1 inh	Mdm2-MdmX inh	EBI2 antag
1	CC(NC(=O)CCC(=O)N1CCCCCC1)c1ccccc1 (configuration not stated)	6	12	20	-18	-2
2	Cc1ccccc1C(=O)NCCCNC(=O)c1cnccn1	2	29	6	-5	-9
3	COc1ccc(C(=O)Cn2c(NCCCO)nc3ccccc32)cc1OC	3	-15	-9	13	1
4	CC1CCCCC1NC(=O)CCn1ccc2cc(S(=O)(=O)N3CCCC3)ccc21 (configuration not stated)	4	11	9	-8	-16
5	O=C(Nc1nnc(C2CCCC2)s1)C1CCC1	10	-8	19	-2	-8
6	CC1=Nc2ccccc2/C1=C\c1sc(Nc2ccc(C)cc2)nc1O	-1	3	18	37	4
7	CSc1nnc(-c2ccc(Cl)cc2Cl)o1	3	6	4	-4	4
8	Cc1ccc(S(=O)(=O)N(C)C)cc1NC(=O)COC(=O)Cc1ccsc1	-3	-6	16	-17	-4
9	CC(C)N(CCO)C(=O)C(c1ccccc1)c1ccccc1	-1	21	2	23	-1
10	COc1ccc(CCNC(=S)N(C)C)cc1OC	8	4	-5	26	-6
11	CCCCn1c(N)c(N(CCOC)C(=O)COC(=O)COc2cc(C)c(Cl)cc2C(C)C)c(=O)[nH]c1=O	13	9	10	25	8
12	CC(=O)Nc1ccc(NC(=O)CSCc2cnn(-c3ccccc3)c2-n2cccc2)cc1	-10	-1	25	11	8
13	COc1ccc2[nH]c(-c3ccccc3)cc2c1	-6	-12	40	-174	15
14	COc1cccc(C(=O)O/N=C(\N)c2ccccn2)c1OC	-12	-6	4	46	0
15	NC1=NC2(CCCCC2)N=C(Nc2ccc(Br)cc2)N1	-4	1	-17	32	0

item	XBP1 UPR activ	CCR6 antag	CHOP UPR activ	APJ ag
1	-4	8	1.4	5
2	-7	7	-2.9	-1
3	-3	-5	-2.1	0
4	-3	9	-0.9	-1
5	4	18	1.6	-6
6	33*	9	3.6	-1
7	2	3	5.9	1
8	-2	-8	-0.5	-2
9	-4	10	-2.4	-2
10	-3	10	-2.7	-5
11	1	-5	0.9	-2
12	0	-9	-1.5	-1
13	-5	6	2.4	3
14	-15	-15	-6.9	-2
15	0	-1	-0.6	-2

(continued)
item	canonical_smiles	CXCR6 block	APJ antagonist	tim23-1 inh	Mdm2-MdmX inh	EBI2 antag
16	c1coc(CNc2nc3ccccc3n2CCN2CCOCC2)c1	8	4	-9	-6	-5
17	O=C1CCN(Cc2ccccc2)CCN1[C@H](CSc1ccccc1)Cc1ccccc1	-7	-7	32	-23	15
18	COc1cc(NC(=O)CCc2nnc3ccc(N4CCCCC4)nn23)cc(OC)c1OC	-17	1	1	6	7
19	COc1cccc(C2C(C(=O)c3cccs3)=C(O)C(=O)N2CCN(C)C)c1OC (configuration not stated)	7	-3	-1	19	3
20	CN(CC(=O)Nc1ccccc1Cl)C(=O)COC(=O)C1CC1	-1	22	15	4	-9
21	CC1(C)CC(=O)C2=C(C1)N(Cc1ccc(F)cc1)C(=O)C2(NC(=O)c1cccnc1)C(F)(F)F (configuration not stated)	12	1	19	-10	-8
22	O=C(Nc1c(C(=O)N2CCOCC2)cnn1-c1ccccc1)c1ccc([N+](=O)[O-])cc1	3	-4	1	15	6
23	CC(C)(C)c1ccc(C(=O)NCCC(=O)NNC(=O)COc2ccccc2F)cc1	-5	-17	9	7	-2
24	Cc1ccc(NC(=O)CCc2c(C)nn(-c3ccc(N4CCCCC4)nn3)c2C)cc1C	-2	-2	19	-24	0
25	Cc1ccccc1C(=O)N1CCC(C(=O)N2CCN(Cc3ccc4c(c3)OCO4)CC2)CC1	5	0	-4	4	-1
26	O=S(=O)(Nc1ccc2c3c(cccc13)CC2)c1ccc(F)cc1	7	-23	40	11	0
27	CC1CC(C)CN(CC(=O)c2c[nH]c3ccccc23)C1 (configuration not stated)	-4	13	5	5	3
28	CCOc1ccc(-n2cnc3scc(-c4ccc(OC)c(OC)c4)c3c2=O)cc1	-4	2	27	-7	-9
29	COc1cc(NC(=S)NCCSc2ccc(C)cc2)cc(OC)c1	1	-3	44	28	-2
30	CC1=NN(C(=O)c2ccc(Br)cc2)C(O)(C(F)(F)OC(F)(F)F)C1 (configuration not stated)	5	0	19	4	5

item	XBP1 UPR activ	CCR6 antag	CHOP UPR activ	APJ ag
16	-3	-5	4.9	0
17	-1	8	-2.1	6
18	1	9	-0.3	-3
19	1	-1	2.3	0
20	0	0	0.6	-1
21	2	-5	-0.6	-2
22	-2	-9	-1.2	1
23	-2	3	0.3	-3
24	-1	16	2.9	2
25	-4	11	0.2	-2
26	-4	7	0.0	0
27	-3	6	-0.2	-5
28	-1	3	-0.8	-1
29	-1	-11	0.8	3
30	5	13	2.9	-2

Filtered by structure: those above with an NH in an aromatic ring.
item	canonical_smiles	CXCR6 block	APJ antagonist	tim23-1 inh	Mdm2-MdmX inh	EBI2 antag
11	CCCCn1c(N)c(N(CCOC)C(=O)COC(=O)COc2cc(C)c(Cl)cc2C(C)C)c(=O)[nH]c1=O	13	9	10	25	8
13	COc1ccc2[nH]c(-c3ccccc3)cc2c1	-6	-12	40	-174	15
27	CC1CC(C)CN(CC(=O)c2c[nH]c3ccccc23)C1 (configuration not stated)	-4	13	5	5	3

item	XBP1 UPR activ	CCR6 antag	CHOP UPR activ	APJ ag
11	1	-5	0.9	-2
13	-5	6	2.4	3
27	-3	6	-0.2	-5

The listing continues.
item	canonical_smiles	CXCR6 block	APJ antagonist	tim23-1 inh	Mdm2-MdmX inh	EBI2 antag
31	O=C(c1ccc(COc2ccccc2Cl)o1)N1CCN(Cc2ccc3c(c2)OCO3)CC1	0&-6	14&3	41&30	13&-13	-2&10
32	N#Cc1ccccc1COC(=O)c1ccc(Br)o1	3	6	23	4	3
33	COc1ccccc1C(=O)N/C(=C\c1cn(C)c2ccccc12)C(=O)NCCCN1CCOCC1	-10	-20	3	28	-5
34	CCc1ccccc1NC(=O)Cn1nnc(C(=O)NCc2cccs2)c1N	2	-3	7	34	-7
35	Cc1ccc(C)c(S(=O)(=O)N2CCCC2CNC(=O)C(=O)NC2CCCCCC2)c1 (configuration not stated)	12	-4	14	-2	2
36	CCOC(=O)CNC(=O)Cn1cnc2c(nnn2-c2ccc(C)cc2)c1=O	-1	-10	11	-11	-3
37	CCc1ccc(NC(=O)Cn2nc(C)n3cccc3c2=O)cc1	0	-28	-4	1	6
38	Cc1ccc(S(=O)(=O)N2CCC(C(=O)OCc3ccccc3)CC2)cc1C	-8	-8	13	3	10
39	Cc1cccn2c(CNCCSc3nccn3C)c(C(=O)N3CCCCC3)nc12	-4	3	9	-14	10
40	COC(=O)c1ccc(CSc2nnc(Nc3ccc(OC)cc3)s2)o1	-6	12	2	29	13
41	O=C(Nc1ccccc1)N(CCc1ccncc1)C1CCCCC1	5	18	28	-4	-3
42	COc1cccc(C(=O)NCc2ccccc2OC)c1	2	11	6	5	-1
43	CCn1c2ccccc2c2cc(/C=N/n3c(C)nnc3C)ccc21	0	11	2	60*	3
44	Cc1[nH]nc2c1C(=O)CC(C)(C)C2	-3	-24	-7	16	3
45	CCN1CCN(C(=O)C(C)N(c2ccc(C)cc2)S(C)(=O)=O)CC1 (configuration not stated)	-6	-4	9	-3	-3

item	XBP1 UPR activ	CCR6 antag	CHOP UPR activ	APJ ag
31	-2&-1	4&18	-0.9&0.2	-5&0
32	8	0	1.3	-1
33	1	-3	2.9	1
34	5	8	-0.6	0
35	-2	13	0.5	-4
36	-1	14	-0.2	-4
37	-1	2	-0.8	-2
38	-2	16	-0.4	-4
39	-1	2	0.3	-7
40	-3	-9	-0.4	0
41	3	3	0.1	-6
42	2	7	2.9	-2
43	3	1	-0.5	-2
44	-1	19	-0.4	1
45	-6	18	-0.4	-2

Following part
item	canonical_smiles	CXCR6 block	APJ antagonist	tim23-1 inh	Mdm2-MdmX inh	EBI2 antag
46	Cc1ccc(NS(=O)(=O)c2c(C)[nH]c(=O)[nH]c2=O)cc1F	1	7	10	26	0
47	COc1cc(/C=N/NC(=O)CCC(=O)NCc2ccccc2)cc(OC)c1OC	3	8	12	17	0
48	O=C(NCCCN1CCCC1)Nc1ccc(F)cc1	-2	2	-2	-22	-13
49	Cn1cccc1CNC(=S)Nc1ccccc1F	-5	16	10	9	-9
50	COc1ccccc1CNC(=O)N1CCN(S(=O)(=O)c2ccc(Cl)cc2)CC1	-2	-6	3	20	0
51	COc1cccc(/C=C/C(=O)OCC(=O)c2c(N)n(C)c(=O)n(C)c2=O)c1	2	-30	1	-12	-13
52	Cc1ccccc1C(=O)NC1CCN(C(=O)Nc2ccccc2Cl)CC1	-9	20	-13	18	2
53	COc1cc(C(=O)NCCCC2CCCC2)ccc1OC1CCN(C(C)=O)CC1	5	17	17	-21	5
54	COc1cc(/C=N/NC(=O)c2c(-c3c(Cl)cccc3Cl)noc2C)ccc1OCC(N)=O	-16	-10	-9	14	-13
55	O=C(Nc1cccnc1)c1cccc(-c2cc3ccccc3oc2=O)c1	2	4	-2	-2	-6
56	CS(=O)(=O)N(CC(=O)N1CCCCCC1)c1ccc2c(c1)OCCO2	-1	14	6	-7	-10

item	XBP1 UPR activ	CCR6 antag	CHOP UPR activ	APJ ag
46	-2	8	0.0	-3
47	-2	-4	-0.3	2
48	-3	9	2.7	0
49	0	8	-0.3	1
50	1	7	-1.7	1
51	0	19	-0.3	0
52	3	0	-0.4	-1
53	1	6	0.8	20
54	-2	-10	-1.6	1
55	0	-8	2.2	-2
56	-3	-7	-1.2	-2

Record cards, as listed above. Values in the order: CXCR6 block, APJ antagonist, tim23-1 inh, Mdm2-MdmX inh, EBI2 antag, XBP1 UPR activ, CCR6 antag, CHOP UPR activ, APJ ag
Profile of COc1cc(/C=N/NC(=O)c2c(-c3c(Cl)cccc3Cl)noc2C)ccc1OCC(N)=O → -16, -10, -9, 14, -13, -2, -10, -1.6, 1
Profile of O=C(NCCCN1CCCC1)Nc1ccc(F)cc1 → -2, 2, -2, -22, -13, -3, 9, 2.7, 0
Profile of COc1cc(/C=N/NC(=O)CCC(=O)NCc2ccccc2)cc(OC)c1OC → 3, 8, 12, 17, 0, -2, -4, -0.3, 2
